Screens deposited in PubChem BioAssay by Broad Institute.
CFTR F508del cor = CFTR F508del correction in bronchial cells | activity (quench increase), % at 7.58 µM | CFBE cells, YFP halide quenching; stimulated with forskolin plus potentiator P3; % fluorescence drop versus neutral controls | 350,000 tested, 0.36% active | AID 720511;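 active means mean added fluorescence quench of at least 8% versus neutral control, with both replicates also reaching 8%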;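 further: cells transiently co-express mutant CFTR-F508del with the halide-sensitive YFP; corrector assay measuring rescue of mutant channel to the surface after 24 h compound exposure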
C2C12 statin = protects C2C12 myotubes from simvastatin toxicity. ATP luminescence, 48 h; scaled: DMSO 0, geranylgeraniol control 100. rescue of ATP level, % at 7.49 µM. 330,000 tested, 0.78% active. AID 602340;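 active means mean ATP rescue above about 67%, or every replicate alone reaching that limit, limit read from the data, passing the limit was not always enough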;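 further: myotubes were challenged with 10 µM simvastatin during compound exposure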
FN deposition inh = fibronectin deposition inhibition | AH1F fibroblasts, Alexa488-fibronectin deposition fluorescence, overnight | AID 743247 | inhibition, % at 12.6 µM | 350,000 tested, 0.086% active;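 active means mean inhibition across replicates of 30% or more, regardless of how many single replicates reach that level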;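 further: positive control wells lacked labelled fibronectin entirely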
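Material: AH1F fibroblast monolayer depositing Alexa488-labelled fibronectin into matrix / Amount: 10000 AH1F cells per well / Signal: fluorescence 485/525 nm / Medium: DMEM, 2% serum / Compound: single dose, pinned / Incubation: 1 h cell adhesion before compound, then overnight fibronectin incubation / Reagent: Alexa488-FN, 24 nM final / Read-out: inhibition of fibronectin deposition signal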
PGC1a acetyl inh = PGC1a acetylation modulation, inhibitor mode; U2OS PGC1a acetylation, AlphaScreen anti-acetyl-lysine; with virally co-expressed GCN5 acetyltransferase; inhibition, % at 15.6 µM; 350,000 tested, 0.17% active; AID 651687;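 active means every replicate shows inhibition of at least 40%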;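 further: 0% = neutral control wells and 100% = positive control wells; some results beyond the cut were filed as inactive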
miR122 inh = miR-122 inhibition in Huh7 cells; Huh7 miR-122 Renilla luciferase sensor, 48 h; neutral wells = 0, positive control = 100; activation (reporter increase), % at 12.5 µM; 340,000 tested, 0.3% active; AID 602342;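 active means mean replicate activation score at least 90 and every replicate individually at or above 90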;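 further: higher luciferase means less miR-122 activity so hits act as miR-122 inhibitors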
GSIS activator = GLuc luminescence reporter in INS-1E cells, primary screen for activators of glucose-dependent secretion of insulin; activation, % at 16.6 µM; INS-1E GLuc reporter insulin secretion, 2-3 h; 370,000 tested, 0.61% active;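 active means lowest replicate activation of at least 40%, so every replicate reaches that level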;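 further: 0% = median of neutral control wells and 100% = median of IBMX positive control wells; some compounds called inactive have numbers as strong as hits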
Cneo AK release = causes C. neoformans cell lysis; 360,000 tested, 0.2% active; adenylate kinase release luminescence, 4 h; normalised: neutral wells 0, clomiphene wells 100; lysis activity, % at 15 µM;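 active means mean lysis activity across replicates of at least 80%, whatever share of replicates individually reach that level; inactive means mean lysis activity below 80%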
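Material – Cryptococcus neoformans yeast cells · Quantity – 5 × 10^6 yeast cells/mL · Buffer or medium – YPD medium · Compound – single dose · Timing – 4 h static compound exposure, 37 °C, read 1 h post-reagent · Signal – adenylate kinase release luminescence · Read-out basis – lysis from increased AK signal · Benchmarks – Clomiphene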
PglD DTNB = inhibitors of Campylobacter jejuni PglD acetyltransferase; 360,000 tested, 0.098% active; purified PglD enzyme, DTNB colorimetric CoA detection; AID 602405; inhibition, % at 12.5 µM; in the data active means inhibition above about 16%, passing the limit was not always enough; further: strong numbers were not always called active
Starred values were filed as active, the others as inactive; . = not tested or not shown; & = joins results of further samples; [ ] = another dose, or the depositor's remark. Random draw from the library; any-hit rate near 2.1%.

no.	SMILES	CFTR F508del cor	C2C12 statin	FN deposition inh	PGC1a acetyl inh
1	COc1ccccc1N1CCN(C(CNC(=O)c2ccco2)c2cccnc2)CC1 (stereo unspecified)	0.3	9	4	.
2	CCOc1ccc(NC(=O)CN(C)C(=O)c2ccc(C3SCCS3)cc2)cc1OCC	-8.4	-10	.	2
3	Cc1cc(OCC(=O)N(Cc2ccco2)C2CCS(=O)(=O)C2)cc(C)c1Cl (stereo unspecified)	2.4	.	-6	-4
4	CCCc1cn(CC[C@H]2CC[C@H](NC(=O)C3CC3)[C@@H](CO)O2)nn1	0.5	1	6	-11
5	Cc1ccc(S(=O)(=O)N2[C@@H]3CNC[C@H]2C3c2ccc(-c3cccc(C#N)c3)cc2)cc1 (stereo partly specified)	0.6&-4.8	.	-1&6	-34&-9
6	c1ccc(-c2cn(CC3CCCCC3)nn2)cc1	2.3	5	5	-2
7	O=[N+]([O-])c1ccccc1/C=N\N1CCN(Cc2ccccc2Cl)CC1	-6.2	-8	9	.
8	Cc1ccc(C)c(CN2CCC(CNC(=O)CCc3nnc4ccc(N5CCC(C)CC5)nn34)CC2)c1	-2.0	-3	-10	5

no.	miR122 inh	GSIS activator	Cneo AK release	PglD DTNB
1	-1	.	-1	-1
2	29	-10	0	0
3	-2	6	-1	5
4	.	3	-5	1
5	.	-20&7	.	.
6	-1	-3	-6	-1
7	.	-4	0	-6
8	-9	-5	0	0

Looked up one by one from above (five):
no.	SMILES	CFTR F508del cor	C2C12 statin	FN deposition inh	PGC1a acetyl inh
2	CCOc1ccc(NC(=O)CN(C)C(=O)c2ccc(C3SCCS3)cc2)cc1OCC	-8.4	-10	.	2
5	Cc1ccc(S(=O)(=O)N2[C@@H]3CNC[C@H]2C3c2ccc(-c3cccc(C#N)c3)cc2)cc1 (stereo partly specified)	0.6&-4.8	.	-1&6	-34&-9
3	Cc1cc(OCC(=O)N(Cc2ccco2)C2CCS(=O)(=O)C2)cc(C)c1Cl (stereo unspecified)	2.4	.	-6	-4
6	c1ccc(-c2cn(CC3CCCCC3)nn2)cc1	2.3	5	5	-2
1	COc1ccccc1N1CCN(C(CNC(=O)c2ccco2)c2cccnc2)CC1 (stereo unspecified)	0.3	9	4	.

no.	miR122 inh	GSIS activator	Cneo AK release	PglD DTNB
2	29	-10	0	0
5	.	-20&7	.	.
3	-2	6	-1	5
6	-1	-3	-6	-1
1	-1	.	-1	-1

Continued.
no.	SMILES	CFTR F508del cor	C2C12 statin	FN deposition inh	PGC1a acetyl inh
9	Clc1ccc(OCc2nnc(SCc3nc4ccccc4[nH]3)n2Cc2ccco2)cc1	.	15	.	.
10	C[C@H](CO)N1C[C@H](C)[C@@H](CN(C)C(=O)Nc2ccc(F)cc2)OCCCC[C@H](C)Oc2ccc(NC(=O)NC3CCCCC3)cc2C1=O	1.0	.	.	-17
11	CCCNC(=O)N1C[C@@H](C)[C@H](OC)CN(C)C(=O)c2ccc(NS(C)(=O)=O)cc2OC[C@H]1C	-0.9	3	-20	-4
12	C[C@H](CO)N1C[C@H](C)[C@@H](CN(C)Cc2ccc(C(F)(F)F)cc2)OCCCC[C@H](C)Oc2ccc(NS(=O)(=O)c3cccs3)cc2C1=O	1.2	-62	.	-13
13	CCCC(=O)Nc1ccc2c(c1)OC[C@H](C)N(Cc1ccncc1)C[C@@H](C)[C@H](OC)CN(C)C2=O	-0.9	1	4	0
14	Cc1ccc(C(=O)NC2CCN(C(=O)Nc3ccccc3Cl)CC2)cc1	2.4	1	-2	-1
15	COc1ccc(CN(C)S(=O)(=O)c2nnc(NC(=O)c3cccc(F)c3)s2)cc1	0.2	16	2	-12
16	O=C(Nc1ccncc1)c1cccc(S(=O)(=O)N2CCCC2)c1	-0.8	-8	0	0

no.	miR122 inh	GSIS activator	Cneo AK release	PglD DTNB
9	2	.	-2	4
10	1[16.7 µM]	-3	0	1
11	-5[16.7 µM]	5	52	-1
12	6[16.7 µM]	-13	0	1
13	-5[16.7 µM]	-10	-7	5
14	1	10	1	-2
15	3	1	0	-3
16	-8	-11	-1	2

The listing continues.
no.	SMILES	CFTR F508del cor	C2C12 statin	FN deposition inh	PGC1a acetyl inh
17	CCC1Oc2ccc(C)cc2N(CC(=O)NCc2cccc(OC)c2)C1=O (stereo unspecified)	.	-2	6	.
18	CO[C@H]1CN(C)C(=O)c2ccc(NS(=O)(=O)c3c(C)noc3C)cc2OC[C@H](C)NC[C@@H]1C	0.4	-6	-6	-2
19	O=C(N/N=C/c1cccs1)c1cc(-c2ccncc2)nc2ccccc12	.	-44	-4	.
20	CCc1ccc(-c2cc(C(=O)NN3CCOCC3)c3ccccc3n2)cc1	.	.	.	16
21	Cc1nnc(SCC(=O)Nc2nc(-c3ccccc3)cs2)n1N	.	9	.	11
22	CCC(=O)Nc1ccc(-c2ccc(N3CCCCC3)nn2)cc1	1.1	-15	2	.
23	Cc1ccc2cc(-c3noc(C4CCCCC4)n3)c(=O)[nH]c2c1	-2.3	3	10	6
24	Cc1ccc(-c2nc3cnccn3c2Nc2c(C)cccc2C)o1	-1.9	-7	12	8

no.	miR122 inh	GSIS activator	Cneo AK release	PglD DTNB
17	-17	.	7	0
18	0[16.7 µM]	9	0	0
19	24	-3	.	.
20	-9	.	-6	5
21	0	4	.	.
22	.	6	0	-6
23	-5	10	1	4
24	1	.	0	-2

Values in list order from the list.
Entries 4 to 12 in C2C12 statin read 1, ., 5, -8, -3, 15, ., 3, -62
Entries 4 to 12 in miR122 inh read ., ., -1, ., -9, 2, 1[16.7 µM], -5[16.7 µM], 6[16.7 µM]
Entries 4 to 12 in CFTR F508del cor read 0.5, 0.6&-4.8, 2.3, -6.2, -2.0, ., 1.0, -0.9, 1.2

Carrying on.
no.	SMILES	CFTR F508del cor	C2C12 statin	FN deposition inh	PGC1a acetyl inh
25	Clc1cc(Br)ccc1OCCOCCOc1cccc2cccnc12	.	20	.	-1
26	CN1CCN(c2nc(-c3ccc(Cl)cc3Cl)nc3ccccc23)CC1	0.9	4	6	2
27	CCOC(=O)c1c(C)[nH]c(C)c1S(=O)(=O)N(C)CC(=O)Nc1cccc(C)c1	-0.3	-5	-15	.
28	CN(C)CCOc1ccccc1-c1ccccc1	.	1	1	-5
29	O=C(/C=C/c1ccc(Cl)c([N+](=O)[O-])c1)c1ccc(O)cc1	-0.7	33	1	-54
30	COc1cc(NC(=O)CN2CCN(C(=O)C3CCCO3)CC2)c(OC)cc1Cl (stereo unspecified)	-0.6	-1	1	0
31	COc1ccc(-c2[nH]ncc2CN2CCCC2c2nonc2C)c(F)c1 (stereo unspecified)	2.9	-9	7	.
32	COc1ccc(CCC(=O)Nc2ccc(Cl)c(S(=O)(=O)N3CCOCC3)c2)cc1OC	-1.9	-31	0	9

no.	miR122 inh	GSIS activator	Cneo AK release	PglD DTNB
25	1	-22	5	-2
26	-19	-2	0	4
27	20	12	-1	-1
28	-1	.	-1	-4
29	-30	-59	0	3
30	-1	1	1	4
31	-1	0	6	-7
32	-6	-19	1	-2

Other records.
no.	SMILES	CFTR F508del cor	C2C12 statin	FN deposition inh	PGC1a acetyl inh
33	CC(Sc1nnc(COc2ccc([N+](=O)[O-])cc2)n1C)C(=O)O (stereo unspecified)	-2.6	.	-5	6
34	Cc1cc(C)n(-c2ccc(C(=O)Nc3ccccn3)cc2)n1	.	-5	.	-6
35	CC1(C)CC2(CC(c3ccccc3)Oc3cc(O)ccc32)NC(=S)N1 (stereo unspecified)	.	.	-8	.
36	O=C(OCc1cc2ccccc2[nH]c1=O)c1cccc([N+](=O)[O-])c1	-0.8	.	-6	9
37	CC(C)CCNC(=O)C1CCN(S(=O)(=O)c2ccc3c(c2)CC(C)N3C(=O)C2CC2)CC1 (stereo unspecified)	-1.0	-10	13	-6
38	COc1ccc(S(=O)(=O)N(C)C[C@@H]2Oc3ccc(NC(=O)c4ccncc4)cc3CC(=O)N([C@@H](C)CO)C[C@@H]2C)cc1	1.2	13	4	-1
39	CC(C)(C)NC(=O)COC(=O)c1cncc(Br)c1	.	-11	.	-16
40	Nc1ccc(C2=Nc3cccc4cccc(c34)N2)cc1	-3.0	-4	-8	1

no.	miR122 inh	GSIS activator	Cneo AK release	PglD DTNB
33	.	-5	.	.
34	-5	.	-7	-3
35	.	-21	2	6
36	.	2	.	.
37	-7	-16	-2	1
38	3[16.7 µM]	2	-1	-1
39	0	0	-1	-6
40	-1	3	1	5

Following part
no.	SMILES	CFTR F508del cor	C2C12 statin	FN deposition inh	PGC1a acetyl inh
41	O=C(c1ccccc1[N+](=O)[O-])N1CCc2ccccc2C1	.	.	4	-2
42	CCSc1nnc(-c2cccs2)o1	.	8	-4	-5
43	CN(C)c1ccc(-c2noc(C3CCN(S(=O)(=O)c4ccc(C(=O)O)cc4)CC3)n2)cc1	.	21	-9	0
44	C[C@@H]1CCCCO[C@@H](CN(C)C(=O)Nc2ccc(F)cc2)[C@@H](C)CN([C@H](C)CO)C(=O)c2cc(NC(=O)NC3CCCCC3)ccc2O1	0.7	.	.	15
45	CCOC(=O)c1ccccc1NC(=O)c1nc2nccc(C)n2n1	.	4	.	0
46	CC=Cc1ccc2n(c1=O)C[C@H]1[C@H](CO)[C@@H](C(=O)NCCC)[C@@H]2N1CCC(F)(F)F (mixture of isomers)	1.8	-2	.	.
47	COc1cccc(CC(=O)Nc2ccc(S(=O)(=O)N3CCOCC3)cc2)c1	1.0	-6	2	.
48	COc1ccc(OCCCC(=O)OCC(=O)N2CCN(S(=O)(=O)c3ccc(C)cc3C)CC2)cc1	-0.1	18	4	3

no.	miR122 inh	GSIS activator	Cneo AK release	PglD DTNB
41	-10	12	1	-9
42	-2	.	.	.
43	-14	.	0	-1
44	-4[16.7 µM]	-4	2	1
45	-2	.	-1	1
46	2[16.7 µM]	7	8	-3
47	1	-12	-1	-3
48	9	.	0	-5

(cont.)
no.	SMILES	CFTR F508del cor	C2C12 statin	FN deposition inh	PGC1a acetyl inh
49	Cc1nn(C)c(C(=O)Nc2ccc3c(c2)OCO3)c1[N+](=O)[O-]	-3.0	14	-1	.
50	Cc1ccc(NC(=O)C2(c3cccs3)CCOCC2)cc1C	0.9	.	0	-8
51	CC(C)(CCc1ccccn1)C(=O)CCCc1ccccn1	-0.3	9	1	3
52	COc1cccc(SCc2noc(C(=O)NCc3ccccc3)c2C(=O)NCc2ccccc2)c1	-0.3	4	8	-1
53	COc1cc(NC(=O)c2ccccc2)ccc1NC(=O)c1cc2ccccc2o1	2.7	-158	1	8
54	Cc1nc(-c2cccc(N)c2)cs1	0.4	-1	1	6

no.	miR122 inh	GSIS activator	Cneo AK release	PglD DTNB
49	-1	10	-1	-6
50	-10	-3	1	1
51	.	21	0	-3
52	-2	2	0	-3
53	-13	5	-1	-7
54	3	-4	-2	-1
